VCAM1 TNFa inh: reduces TNF alpha induced VCAM1 expression in HUVEC. hit rate 0.48% among 95,000. HUVEC TNFa-induced VCAM-1 immunofluorescence, high-content imaging. inhibition, % at 2 µM;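 active = inhibition above the batch mean plus 3 SD, with images confirmed as a hit by eye, cut at about 37% in these data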;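 note: 0% = TNF-stimulated DMSO wells and 100% = unstimulated control wells; not every result past the cut was called active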
ERa SRC1 inh: ER-alpha (human) coactivator binding inhibition; TR-FRET ER-alpha LBD / SRC-1 peptide, estradiol-bound; inhibition, % at 25.6 µM; P03372; AID 629; hit rate 1.7% among 86,000; in the data active = inhibition above about 50%;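 note: 0% = receptor plus peptide control and 100% = peptide only without receptor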
LYP inh 2: LYP (human) phosphatase inhibition | Q9Y2R2 | recombinant LYP catalytic domain, DiFMUP fluorescence | inhibition, % at 2 µM | hit rate 0.21% among 96,000 | AID 640;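 active = inhibition at 2 µM at or above a set limit, the screen mean plus 3 SD, cut at about 24% in these data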;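 note: 0% = DMSO with enzyme and 100% = enzyme fully blocked by orthovanadate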
cytoskel mod: cytoskeleton assembly modification. HUVEC TNFa F-actin phalloidin imaging, high content. inhibition, % at 2 µM. hit rate 0.18% among 91,000. AID 836;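 active = inhibition above the batch mean plus 3 SD and confirmed as a hit by visual image inspection, cut at about 30% in these data, passing the limit was not always enough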; note: strong numbers were not always called active
LYP act: LYP (human) phosphatase activation | Q9Y2R2 | recombinant LYP, DiFMUP fluorescence; 0 = plate median, 100 = signal doubled | activation, % at 2 µM | hit rate 0.11% among 96,000 | AID 697;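 active = activation at 2 µM above a set limit, the mean plus 5 SD, cut at about 37% in these data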
FAK blocker: blocks human focal adhesion kinase activity | hit rate 0.84% among 97,000 | biochemical FAK kinase activity assay | Q05397 | AID 727 | inhibition, %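 (tested at 7 µM)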; in the data active = inhibition above about 19%;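 note: 0% = DMSO and 100% = reference compound high control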
Target sequence (Q05397 whole entry, looked up): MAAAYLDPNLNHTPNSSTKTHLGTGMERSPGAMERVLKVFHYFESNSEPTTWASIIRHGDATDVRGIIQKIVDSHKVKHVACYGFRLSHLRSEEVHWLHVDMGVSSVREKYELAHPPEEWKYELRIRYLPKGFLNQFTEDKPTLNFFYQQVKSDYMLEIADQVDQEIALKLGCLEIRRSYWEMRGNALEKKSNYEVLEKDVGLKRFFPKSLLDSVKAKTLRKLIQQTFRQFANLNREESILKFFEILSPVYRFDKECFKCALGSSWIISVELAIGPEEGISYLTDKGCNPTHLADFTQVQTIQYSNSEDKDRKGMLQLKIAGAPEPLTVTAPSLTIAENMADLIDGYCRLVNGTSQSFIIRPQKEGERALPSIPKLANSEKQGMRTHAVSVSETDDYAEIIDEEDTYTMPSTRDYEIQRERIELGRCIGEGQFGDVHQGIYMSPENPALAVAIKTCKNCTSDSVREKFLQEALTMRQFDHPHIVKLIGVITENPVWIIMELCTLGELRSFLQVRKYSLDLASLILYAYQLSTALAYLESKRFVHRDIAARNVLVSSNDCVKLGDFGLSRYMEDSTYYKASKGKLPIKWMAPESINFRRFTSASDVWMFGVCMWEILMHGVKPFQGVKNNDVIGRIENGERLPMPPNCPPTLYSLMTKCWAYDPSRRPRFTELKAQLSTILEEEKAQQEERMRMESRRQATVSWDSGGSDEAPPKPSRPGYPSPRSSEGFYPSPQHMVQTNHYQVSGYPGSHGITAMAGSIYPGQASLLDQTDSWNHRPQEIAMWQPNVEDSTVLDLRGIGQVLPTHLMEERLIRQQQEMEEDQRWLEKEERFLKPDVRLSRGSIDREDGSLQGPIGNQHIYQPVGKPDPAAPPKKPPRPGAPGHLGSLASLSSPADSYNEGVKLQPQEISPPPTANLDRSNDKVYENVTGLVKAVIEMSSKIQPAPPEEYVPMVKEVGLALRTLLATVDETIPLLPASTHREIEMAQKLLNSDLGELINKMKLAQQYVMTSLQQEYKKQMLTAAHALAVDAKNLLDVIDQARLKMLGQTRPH
TNFa cytotox: toxic to HUVEC cells under TNF alpha stimulation. HUVEC TNFalpha-stimulated, Hoechst cell count, imaging. cell count reduction, % at 2 µM. hit rate 0.17% among 93,000. AID 848;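 active = cell count reduction exceeding the screen mean by over 5 SD, scaled to untreated wells per plate, cut at about 78% in these data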;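 note: cells counted after 24 h of TNF alpha exposure following the 1 h pretreatment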
IL1B cytotox: toxic to HUVEC cells under IL-1B stimulation; cell count reduction, % at 2 µM; hit rate 0.41% among 94,000; HUVEC cell count loss, Hoechst imaging, IL-1B stimulated; AID 845;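 active = cell count reduction more than 3 SD above the screen-wide mean, cut at about 70% in these data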;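 note: normalized per plate to untreated control cells as the no-loss baseline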
PTK2B oligo ant: Pyk2 (human) oligomerization antagonism. hit rate 0.83% among 99,000. z-score (the deposit names both 25 µM and 10 µM). AID 1347419. Q14289. Q293 cells, Pyk2 FERM NanoBiT luminescence; active compounds read low;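 active = Z-score of -3 or lower, scaled per plate to the spread of control and sample wells; inactive = z-score above -3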;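 note: negative z-score means lost luminescence so less FERM oligomerization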
Active calls of the source: *; . = no result given; [ ] = dose if it differs, or a comment.

Structure	VCAM1 TNFa inh	ERa SRC1 inh	LYP inh 2	cytoskel mod	LYP act	FAK blocker	TNFa cytotox	IL1B cytotox	PTK2B oligo ant
COc1ccc2cnn(CCOc3ccccc3)c(=O)c2c1OC	4	-7	2	-10	-5	-1	-9	-4	1.5
Cc1ccccc1NC(=O)CSc1nnc(Cc2ccccc2)o1	0	-2	-8	-2	8	-1	-12	15	1.3
O=C(Nc1cnccn1)c1ccncc1	-4	-27	-13	-5	9	-2	-8	-32	1.3
CC(C)N(C)CCOC(=O)c1ccc2c(c1)OCCO2	14	1[fluorescence artefact?]	-8	-35	7	1	-7	-3	0.56
O=C(COC(=O)c1ccc(S(=O)(=O)N2CCCC2)cc1)NCc1ccc(Cl)cc1	23	.	-16	11	18	2	-40	-19	-0.16
CC1(C)NC(=O)N(CCCCSc2ccc(Cl)cc2)C1=O	14	8[fluorescence artefact?]	3	2	0	-3	-18	-2	-0.93
COc1ccc(CCNC(=O)CN2C(=O)c3ccccc3S2(=O)=O)cc1OC	-29	-3	1	4	-3	-1	.	-8	0.14
COc1ccc(-c2c3c([nH]c(=S)c2C#N)CCC3)cc1	7	10	6	5	-3	1	3	-30	0.92
CC(C)C(=O)N1CCC(CN=CC2=C(O)CC(C)(C)CC2=O)CC1	12	-17	6	21	-6	-1	11	24	0.24
Cc1ccccc1OCCn1cc(C(=S)N2CCCC2)c2ccccc21	.	.	8	.	-2	2	.	-14	0.36
CN1C(=O)C2(NCCc3c2[nH]c2ccccc32)c2ccccc21 (configuration not stated)	53*	4[fluorescence artefact?]	-2	-3	0	0	.	0	-0.13
FC(F)(F)c1nnc2ccc(N3CCN(c4ccccc4)CC3)nn12	-7	7[fluorescence artefact?]	-26	-6	26	1	4	.	0.67
O=C(O)C1CCCN1C(=O)Nc1ccc(F)cc1 (configuration not stated)	20	-11	-6	4	6	1	-8	29	0.59
COc1ccc(C(CNC(=O)c2ccc3c(c2)C(=O)N(CCC(C)C)C3=O)N2CCOCC2)cc1 (configuration not stated)	10	29	1	16	-4	7	-33	-3	0.42
CCN(CC)c1ccc(NC(=O)CN2C(=O)CC(C)(C)S(=O)(=O)c3ccccc32)c(C)c1	20	-12	6	-7	-8	-5	-5	-18	.
CN1CCN(C2=C(Cl)C(=O)N(Cc3ccccc3)C2=O)CC1	-19	-11	-1	-48	0	3	9	19	-0.25
COc1ccc(C(=O)N2CCSC2=S)cc1OC	-7	-1	-12	4	17	2	-12	-2	0.47
COc1cc(NC(=O)C(F)(F)F)cc(OC)c1	10	3	4	-11	-6	0	0	-24	0.31
Cc1ccc(CNC(=O)Nc2ccccc2)cc1	13	6	-14	-4	15	6	-19	-5	1.1
COc1cc(OC)cc(C(=O)Nc2ccccc2NC(C)=O)c1	3	0	-1	-22	0	1	-18	-6	0.84
COc1ccc(CNC(=O)C2C3C=CC4(CN(Cc5cccnc5)C(=O)C24)O3)cc1 (configuration not stated)	1	3	3	5	-4	1	-36	6	1.3
CCN(CCNC(=O)C1CCN(Cc2nc(-c3ccc(Cl)cc3)oc2C)CC1)c1ccccc1	36	0	-3	57	1	-3	2	4	-0.02
CCOc1ccc(-c2cc(CCCC(=O)NCCCOC)no2)cc1	3	.	-2	-22	1	-4	10	-4	2
O=C(c1ccco1)N1CCN(C2CC(=O)N(c3ccccc3)C2=O)CC1 (configuration not stated)	6	-2	2	9	-1	1	-22	-9	-0.41
CC(C)(C)c1ccc(OC(=O)Cn2c(C(F)(F)F)nc3ccccc32)cc1	7	.	1	-5	3	-8	-4	-26	1.4
COc1ccc(CNC(=O)CCNS(=O)(=O)c2ccc(C)cc2)cc1	1	.	-7	13	8	-1	-14	-4	0.76
CC1CCCCC1NC(=S)Nc1ccc(SC(F)F)cc1 (configuration not stated)	-1	-1	-2	2	2	2	1	12	-2
CCc1nc(SCC(=O)NCc2ccco2)c2c(=O)n(C)c(=O)n(C)c2n1	-2	15	-1	19	1	-6	-18	-58	.
COc1ccc(-c2noc(CN3CCN(c4ccccc4)CC3)n2)cc1	16	0	-4	-2	1	-3	-13	3	.
Cc1onc(-c2c(Cl)cccc2Cl)c1C(=O)Nc1ccc2c(c1)OCO2	5	12	4	57	-7	2	-23	-36	-0.66
CC(C)Cn1cc(C(=O)NC2CCN(Cc3ccccc3)CC2)c2c3ccccc3n(C)c2c1=O	-9	.	6	-14	-6	-7	-18	13	.
O=C(Cc1ccc(Cl)cc1)NNC(=O)Nc1cccc2ccccc12	5	.	10	-3	-8	-1	-9	-8	-0.42
O=C(CSc1nc(SCC(=O)NCc2ccccc2)n(-c2ccccc2)n1)NCc1ccccc1	-6	-1	3	.	-2	2	-54	-2	-1.9
CCOC(=O)c1ccccc1NC(=O)C1COc2ccccc2O1 (configuration not stated)	2	6	-13	-18	10	3	-11	-8	0.42
CCOC(=O)c1sc2nc(CC(=O)OC)nc(NCCN(CC)CC)c2c1C	-2	-1	1	2	-1	0	-39	.	0.49
CCCn1c(C(Cc2ccccc2)NC(=O)COC)nc2ccccc21 (configuration not stated)	-8	-7	-7	-11	4	-1	1	-5	.

Pulled by compound from above (3):
Structure	VCAM1 TNFa inh	ERa SRC1 inh	LYP inh 2	cytoskel mod	LYP act	FAK blocker	TNFa cytotox	IL1B cytotox	PTK2B oligo ant
CCOC(=O)c1ccccc1NC(=O)C1COc2ccccc2O1 (configuration not stated)	2	6	-13	-18	10	3	-11	-8	0.42
CC(C)(C)c1ccc(OC(=O)Cn2c(C(F)(F)F)nc3ccccc32)cc1	7	.	1	-5	3	-8	-4	-26	1.4
Cc1ccc(CNC(=O)Nc2ccccc2)cc1	13	6	-14	-4	15	6	-19	-5	1.1

(continued)
Structure	VCAM1 TNFa inh	ERa SRC1 inh	LYP inh 2	cytoskel mod	LYP act	FAK blocker	TNFa cytotox	IL1B cytotox	PTK2B oligo ant
CCOC(=O)c1[nH]c2cc3c(cc2c1NC(=O)CN1CCC2(CC1)OCCO2)OCO3	10	.	-8	27	5	3	-20	12	-0.47
O=C(c1ccc2c(c1)N(Cc1ccccc1)C(=O)CS2)N1CCOCC1	28	4	2	.	-3	3	7	-4	-0.01
CC(=O)/C(CN1CCCCC1)=N\O	21	0	-1	.	0	2	25	-73	0.98
CC(NC(N)=O)C(=O)OCc1ccc(Cl)cc1Cl (configuration not stated)	7	-3	5	-8	-3	0	-38	-121	-0.32
CC(NC(=O)/C(=C\c1cccc([N+](=O)[O-])c1)NC(=O)c1ccco1)C(=O)O (configuration not stated)	.	.	3	.	-1	-4	.	-2	-1
Cc1cc(C(=O)NN)c2cc(Br)ccc2n1	56*	-9	-4	12	5	-2	52	19	1.6
CCOC(=O)c1oc2ccccc2c1CN1CCN(c2ccccc2)CC1	-6	-4	0	22	-2	1	-31	-6	-0.56
O=C(OC(C(=O)NCC1CCCO1)c1ccccn1)c1cccs1 (configuration not stated)	4	-2	5	6	-5	1	-1	-6	-0.3
Cc1cccc2cc(CN(CCCO)C(=O)Nc3cccc(Cl)c3)c(=O)[nH]c12	14	-11	3	8	-6	1	-51	-30	-0.64
COC(=O)c1cc(C#N)c(Oc2ccccc2OC)nc1C	18	.	-25	17	29	4	-37	0	-0.88
Cc1csc(NC(=O)C2CCCO2)n1 (configuration not stated)	11	-5	-1	-19	3	-1	-4	-2	0.76
CCNC(=O)NC(=O)C(C)Oc1ccc(C(=O)OC)cc1 (configuration not stated)	9	-2	6	-7	-7	-5	-3	-13	1.1
CCn1c(/C=C2/C(=O)N(C)c3ccccc32)nc2ccccc2c1=O	7	.	-8	-2	10	-6	-2	-27	-0.9
COc1cc(C2C(C(=O)Nc3ccccc3OC)=C(C)Nc3ncnn32)ccc1O (configuration not stated)	8	-9	-4	-10	1	-1	-30	10	.
O=C(Nc1cccc([N+](=O)[O-])c1)c1ccc2nc(N3C(=O)CCC3=O)sc2c1	-20	.	-8	-2	7	3	-15	-24	0.01
N#Cc1c(NC(=O)COC(=O)C2CC3C=CC2C3)oc(-c2ccccc2)c1-c1ccccc1 (configuration not stated)	-8	-2[fluorescence artefact?]	5	-2	-6	-2	10	-11	-1.5
COc1cccc(C(=O)CSc2nnc(-c3ccco3)n2CC2CCCO2)c1 (configuration not stated)	11	10	-3	-8	0	0	-39	-8	1.8
COc1ccc(-c2noc(CSc3nc(N)c(-c4ccccc4)c(=O)[nH]3)n2)cc1	12	-10	-13	0	10	0	-16	-7	0.51
CCOC(=O)c1sc(NC(=O)c2cncc(Br)c2)nc1C	3	-18	8	-1	-7	-1	-30	-16	.
O=C(CC1CCCCC1)N1CCC(c2nc(-c3ccc(S(=O)(=O)N4CCCC4)cc3)no2)CC1	-46	.	8	5	-3	-2	-30	-10	-0.81
Cc1ccc(-c2cc(C(F)F)nc(NCc3cccnc3)n2)cc1	4	-5	-1	6	-3	-2	-26	-52	-3.6*
CC(=O)Nc1ccc(OC(=O)CC2SC(=O)NC2=O)cc1 (configuration not stated)	-2	41	8	-5	-9	0	-22	-289	-0.74
O=C(Nc1cc(=O)[nH]c2ncnn12)c1ccccc1Cl	.	2	-5	-21	4	-6	.	-22	0.55
O=C1c2ccc(-c3nc4ccccc4o3)cc2C(=O)N1Cc1cccnc1	.	-2	-4	.	3	-1	.	-12	.
COC(=O)n1c(SC)nc2ccccc21	22	8[fluorescence artefact?]	-3	2	1	3	-14	10	0.45
O=C(O)c1cc(S(=O)(=O)Nc2ccc3oc(=O)sc3c2)ccc1O	10	43[fluorescence artefact?]	-11	19	9	1	-6	14	.
CCOC(=O)C1CCN(C(=O)Cn2cc(C(=O)c3ccco3)c3ccccc32)CC1	-7	-19	2	-10	0	0	-13	-34	-0.67
O=C(c1ccc(Cl)cc1)c1cnc2ccccn12	4	3[fluorescence artefact?]	-17	-11	17	3	-13	.	-0.94
CCOc1ccc(S(=O)(=O)n2cc(-c3ccc(F)cc3)c(N)n2)cc1	6	-4	-3	7	4	3	6	8	0.68
O=C(NCCC1=CCCCC1)C1CCN(S(=O)(=O)c2cccc3nonc23)CC1	10	6	-11	-25	13	-1	.	3	.

Bioassay records: PubChem BioAssay, several laboratories
